C diff HTS: C. difficile growth inhibition; Clostridium difficile clinical isolate growth, OD600, 24 h; hits give low values; growth activity, negative = inhibition, % at 16 µg/mL (by protocol); 86,000 compounds, 0.25% hits;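 active = mean growth activity at or below -80% and every replicate also at or below -80%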;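 note: 0% = DMSO wells and -100% = levofloxacin 16 µg/mL wells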
Pf Dd2 growth: P. falciparum Dd2 growth inhibition. SYBR Green, 72 h; hits give low values. activity change, % at 10 µM. 94,000 compounds, 2.3% hits; in the data active = activity change below about -80%
T cruzi growth: blocks T. cruzi growth in NIH3T3 culture | T. cruzi beta-gal in NIH3T3, GalScreen luminescence, 90 h | inhibition, % at 8.34 µM | 77,000 compounds, 5.9% hits;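 active = mean inhibition above about 93%, with at least 55% of replicates each passing it, limit read from the data, passing the limit was not always enough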
KDM4C inh: KDM4C (human) demethylase inhibition; Q9H3R0; GST-KDM4C 2-372, H3K9me3 peptide, LANCE TR-FRET; inhibition, % at 12.5 µM; 96,000 compounds, 0.15% hits; AID 720574;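 active = mean replicate inhibition above about 25%, with at least 55% of replicates also reaching it, limit read from the data, passing the limit was not always enough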
Target sequence (Q9H3R0 2-372 limits assumed): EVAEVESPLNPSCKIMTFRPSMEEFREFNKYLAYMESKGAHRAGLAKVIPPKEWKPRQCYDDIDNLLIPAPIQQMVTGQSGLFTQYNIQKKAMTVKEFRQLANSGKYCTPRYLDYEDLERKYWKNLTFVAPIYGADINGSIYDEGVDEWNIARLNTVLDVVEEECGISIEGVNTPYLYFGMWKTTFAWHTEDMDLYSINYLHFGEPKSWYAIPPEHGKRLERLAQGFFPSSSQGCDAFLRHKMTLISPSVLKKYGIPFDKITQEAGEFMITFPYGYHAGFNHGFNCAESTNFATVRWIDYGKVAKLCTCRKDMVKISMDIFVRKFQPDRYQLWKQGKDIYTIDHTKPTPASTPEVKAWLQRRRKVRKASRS
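System – N-terminal GST-fused human GASC-1 (KDM4C) fragment, residues 2-372 · Input – enzyme final amount 10 nM · Technique – LANCE TR-FRET, Eu antibody, ULight-streptavidin, EDTA, ex 340 nm, em 618/671 nm · Medium – HEPES buffer, pH 7.5, plus ascorbate · Incubation – enzyme reaction 30 min, then detection 60 min, both room temperature · Reagent – H3K9me3 peptide with Fe(II)/2OG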
Numbers without * were called inactive; x = no result given; & = joins results of further samples. An unsorted share of the library; about 6.7% have a hit in one of these screens.

SMILES	C diff HTS	Pf Dd2 growth	T cruzi growth	KDM4C inh
O=C(c1ccc2c(c1)OCO2)N1CC(=O)N2[C@@H](CO)[C@H](c3ccc(C#CCC4CCCC4)cc3)[C@@H]2C1	-10	-3	x	-0.7
C[C@H]1CN([C@@H](C)CO)C(=O)c2cc(/C=C/c3ccccc3)cnc2O[C@@H]1CN(C)Cc1ccccc1	15	-59	106*	-0.4
CN1C(=O)c2cc(NC(=O)C3CCCC3)ccc2OC[C@@H]2O[C@H](CC(=O)NCC3CC3)CC[C@H]21	4	-29	25	1.1
COc1ccc(CN(C)C[C@H]2Oc3ccc(NC(=O)C4CCCCC4)cc3CC(=O)N([C@@H](C)CO)C[C@H]2C)cc1	-2	1	26	1.5
CO[C@@H]1CN(C)C(=O)c2cc(NC(=O)NC(C)C)ccc2OC[C@@H](C)N(CCC(F)(F)F)C[C@@H]1C	-1	-3	42	-0.7
CNC[C@H]1Oc2ccc(NC(=O)Nc3ccc(C(F)(F)F)cc3)cc2CC(=O)N([C@H](C)CO)C[C@H]1C	10	9	4	-3.2
COCC(=O)Nc1ccc2c(c1)C(=O)N(C)C[C@@H](OC)[C@H](C)CN[C@H](C)CO2	-4	10	-50	-0.3
CCS(=O)(=O)N1CCCCN2[C@H](CO)[C@@H](c3ccc(C#Cc4ccccc4OC)cc3)[C@H]2C1	-2	-8	122*	-1.5
Cc1ccc(S(=O)(=O)NC[C@@H]2CC[C@@H]3[C@@H](CN3Cc3cc(-c4ccccc4)on3)O2)cc1	-7	11	x	x
C[C@@H]1CN([C@H](C)CO)C(=O)c2cc(-c3ccc(C#N)cc3)cnc2O[C@@H]1CN(C)C(=O)Nc1ccc(F)cc1	8	5	-32	-0.9
C[C@H]1CN([C@@H](C)CO)C(=O)c2cc(N(C)C)ccc2O[C@H]1CN(C)C(=O)Nc1ccc2c(c1)OCO2	0	20	7	8.9
O=C(c1cccc(F)c1)N1C[C@@H]2[C@H](c3ccccc31)[C@H](CO)N2C(=O)c1ccc(F)cc1	1	9	15	0.7
COC(=O)c1ccc(CN2CC(=O)N3[C@@H](CO)[C@H](c4ccc(-c5ccccc5F)cc4)[C@@H]3C2)cc1	2	6	x	0.8
Cc1ccc(-c2cnc3c(c2)C(=O)N([C@@H](C)CO)C[C@@H](C)[C@@H](CN(C)C)O3)cc1	4	26	21	1.9
C[C@@H]1CN([C@H](C)CO)C(=O)c2c(c3ccccc3n2C)-c2ccccc2CO[C@@H]1CN(C)C(=O)Nc1ccc2c(c1)OCO2	-5	-29	x	x
CC(=O)N1CCCCN2[C@H](CO)[C@H](c3ccc(Br)cc3)[C@H]2C1	-4	7	4	5.6
COc1ccc(S(=O)(=O)Nc2ccc3c(c2)C(=O)N(C)C[C@@H](OC)[C@H](C)CN(C(=O)NC(C)C)[C@H](C)CO3)cc1	x	x	-71	1.5
CC(=O)Nc1ccc2c(c1)C(=O)N(C)[C@@H]1CC[C@@H](CC(=O)NCC3CCCCC3)O[C@H]1CO2	-3	16	99*	6.6
C[C@@H]1CN([C@@H](C)CO)S(=O)(=O)c2ccc(C#C[C@@H](C)O)cc2O[C@@H]1CN(C)C(=O)c1ccccc1	0	-1	9	2.7
C[C@@H]1CN([C@H](C)CO)C(=O)c2cccc(NC(=O)c3cnccn3)c2O[C@H]1CN(C)C(=O)Nc1ccc(C(F)(F)F)cc1	-1	-34	47	-0.4
CO[C@H]1CN(C)C(=O)c2cc(NC(=O)c3cc(C)on3)ccc2OC[C@@H](C)N(C(C)=O)C[C@@H]1C	-1	22	33	-1.4
CCCNC(=O)[C@@H]1[C@@H](CO)[C@@H]2Cn3c(ccc(-c4ccccc4)c3=O)[C@@H]2N1CC1CC1	0	1	72	4.6
C[C@H](CO)N1C[C@H](C)[C@H](CN(C)S(=O)(=O)c2cn(C)cn2)Oc2ncc(-c3ccc(F)cc3)cc2C1=O	-2	12	x	-1.2
C[C@@H]1CN([C@H](C)CO)C(=O)c2cccc(NC(=O)C3CC3)c2O[C@H]1CN(C)CC1CCCCC1	1	-14	43	1.5
CC(C)C(=O)Nc1ccc2c(c1)C(=O)N(C)[C@H]1CC[C@@H](CC(=O)O)O[C@@H]1CO2	6	6	16	1.0
C[C@@H]1CN([C@@H](C)CO)S(=O)(=O)c2ccc(C#C[C@@H](C)O)cc2O[C@H]1CN(C)CC1CCCC1	3	-52	-16	-0.1
C[C@H]1CN([C@@H](C)CO)C(=O)c2cc(NC(=O)Cc3ccccc3)ccc2O[C@H]1CN(C)Cc1ccc(Cl)c(Cl)c1	-16	4	88	0.4
C[C@H](CO)N1C[C@H](C)[C@@H](CN(C)S(C)(=O)=O)OCCCC[C@H](C)Oc2ccc(NC(=O)Cc3ccccc3)cc2C1=O	-4	-6	83	3.2
CC(C)NC(=O)N(C)C[C@H]1OCCCC[C@@H](C)Oc2ccc(NS(=O)(=O)c3cn(C)cn3)cc2C(=O)N([C@H](C)CO)C[C@@H]1C	1	35	x	-1.3
C[C@H](CO)N1C[C@H](C)[C@@H](CN(C)Cc2ccncc2)Oc2ccc(NC(=O)C3CC3)cc2CC1=O	2	14	38	-1.2
CCCC(=O)N1CC2(CN(C(=O)C3CC3)C2)c2c(n(C)c3cc(OC)ccc23)[C@H]1CO	2	-9	x	1.0
CC(C)CC#Cc1ccc([C@H]2[C@H](CO)N3CCCCN(C(=O)c4ccc5c(c4)OCO5)C[C@@H]23)cc1	0	-29	84	-1.2
CO[C@@H]1CN(C)C(=O)c2ccc(NS(=O)(=O)CC(F)(F)F)cc2OC[C@H](C)NC[C@@H]1C	x	29	23	-1.8
CCc1cnc(N2[C@@H](C#N)[C@H](c3ccccc3)[C@@H]2CO)s1	1	13	27	0.2
COc1ccc(CN(C)C[C@@H]2Oc3c(NS(=O)(=O)c4cn(C)cn4)cccc3C(=O)N([C@H](C)CO)C[C@H]2C)cc1	-1	22	-4	2.8
CCC(=O)N[C@@H]1C=C[C@H](CC(=O)OC)O[C@H]1CO	x	17	42	2.1
CCNC(=O)C[C@@H]1C=C[C@@H](NS(=O)(=O)c2ccc(C)cc2)[C@@H](CO)O1	2	2	34	-0.9
O=C(C[C@@H]1C=C[C@@H](NC(=O)Nc2ccc(F)cc2)[C@H](CO)O1)NCc1ccccn1	1	2	35	-1.5
CCCNC(=O)N[C@H]1CC[C@H](CCn2cc(C3CCCC3)nn2)O[C@@H]1CO	x	14	-71	0.6
C[C@H](O)C#Cc1ccc2c(c1)O[C@H](CN(C)C)[C@@H](C)CN([C@@H](C)CO)S2(=O)=O	-2	8	-41	0.4

With a hit mark in T cruzi growth, of those listed so far:
structure | T cruzi growth | KDM4C inh
C[C@H]1CN([C@@H](C)CO)C(=O)c2cc(/C=C/c3ccccc3)cnc2O[C@@H]1CN(C)Cc1ccccc1 | 106* | -0.4
CCS(=O)(=O)N1CCCCN2[C@H](CO)[C@@H](c3ccc(C#Cc4ccccc4OC)cc3)[C@H]2C1 | 122* | -1.5
CC(=O)Nc1ccc2c(c1)C(=O)N(C)[C@@H]1CC[C@@H](CC(=O)NCC3CCCCC3)O[C@H]1CO2 | 99* | 6.6

Compound profiles, from the list above:
C[C@H]1CN([C@@H](C)CO)C(=O)c2cc(NC(=O)Cc3ccccc3)ccc2O[C@H]1CN(C)Cc1ccc(Cl)c(Cl)c1 is listed with C diff HTS: -16; Pf Dd2 growth: 4; T cruzi growth: 88; KDM4C inh: 0.4
CO[C@H]1CN(C)C(=O)c2cc(NC(=O)c3cc(C)on3)ccc2OC[C@@H](C)N(C(C)=O)C[C@@H]1C is listed with C diff HTS: -1; Pf Dd2 growth: 22; T cruzi growth: 33; KDM4C inh: -1.4

(continued)
SMILES	C diff HTS	Pf Dd2 growth	T cruzi growth	KDM4C inh
COc1ccc(S(=O)(=O)N(C)C[C@@H]2OCCCC[C@@H](C)Oc3ccc(NC(=O)c4ccccc4)cc3C(=O)N([C@H](C)CO)C[C@H]2C)cc1	15	-85*	87	-3.3
CN1c2ccc(-c3ccccc3F)cc2[C@H]2[C@H](CCN2S(=O)(=O)c2ccccc2)[C@@H]1CO	12	37	85	1.8
O=C(Nc1ccc(F)cc1)N[C@H]1CC[C@@H](CCn2cc(C3(O)CCCC3)nn2)O[C@@H]1CO	1	-9	29	5.2
CC(C)NC[C@@H]1[C@H](c2ccc(C3=CCCCC3)cc2)[C@H](CO)N1C(=O)NC(C)C	46	-41	121*	-0.6
COc1ccc(S(=O)(=O)Nc2ccc3c(c2)C(=O)N([C@H](C)CO)C[C@H](C)[C@H](CN(C)C(=O)Nc2c(C)noc2C)OCCCC[C@@H](C)O3)cc1	1	62	28	1.6
O=C(C[C@@H]1C=C[C@@H](NC(=O)C2CCOCC2)[C@H](CO)O1)NCC1CCCCC1	0	x	x	0.8
C[C@H](CO)N1C[C@H](C)[C@@H](CN(C)S(=O)(=O)c2ccc(F)cc2)OCCCC[C@H](C)Oc2ccc(NC(=O)Nc3ccc(F)cc3)cc2C1=O	-3	-64	100*	-0.1
COc1ccc2c3c([nH]c2c1)[C@@H](CO)N(S(C)(=O)=O)CC31CCN(C(=O)c2cccnc2)CC1	-8	-29	x	0.3
C[C@@H]1CN([C@@H](C)CO)C(=O)Cc2cc(NC(=O)Nc3ccccc3)ccc2O[C@H]1CN(C)Cc1ccncc1	7	-8	-6	6.1
CCCN1C[C@@H](C)[C@H](OC)CN(C)C(=O)c2cc(NC(=O)NC3CCCCC3)ccc2OC[C@@H]1C	x	x	-16	-1.1
O=C(C1CCCC1)N1CC2(C1)[C@H](c1ccccc1)[C@@H](CO)N2CCC(F)(F)F	2	0	x	-0.5
CCC(=O)Nc1ccc2c(c1)OC[C@@H](C)N(Cc1cc(-c3ccccc3)on1)C[C@@H](C)[C@H](OC)CN(C)C2=O	x	-68	x	3.6
CCCNC(=O)N1[C@@H](CO)[C@@H]2c3ccccc3N(C(=O)Nc3cccc(Cl)c3)C[C@@H]21	4	-6	57	0.9
C[C@H]1CN([C@@H](C)CO)C(=O)c2cc(NC(=O)Nc3ccc4c(c3)OCO4)ccc2O[C@@H]1CN(C)C(=O)NC1CCCCC1	-5	10	-35	0.2
COc1ccc(CN(C)C[C@H]2Oc3ccc(NC(=O)Nc4ccc(F)cc4)cc3C(=O)N([C@H](C)CO)C[C@@H]2C)cc1	-4&-4	-4	x	0.0
C/C=C/c1ccc2c(c1)O[C@@H](CN(C)C(=O)NC1CCCCC1)[C@H](C)CN([C@@H](C)CO)S2(=O)=O	-2	-14	83	-0.8
CO[C@@H]1CN(C)C(=O)c2ccc(NS(=O)(=O)c3ccc(C)cc3)cc2OC[C@@H](C)NC[C@@H]1C	-2	27	-26	0.4
COCC#Cc1cnc2c(c1)C(=O)N([C@@H](C)CO)C[C@H](C)[C@H](CN(C)C(=O)Nc1ccccc1F)O2	3	27	20	-2.8
COCC(=O)N1CCCCN2[C@H](CO)[C@H](c3ccc(-c4ccc(F)cc4)cc3)[C@H]2C1	-3	-1	3	-0.8
C[C@H]1CN([C@@H](C)CO)C(=O)c2cccc(NC(=O)C3CCOCC3)c2O[C@@H]1CN(C)CC1CC1	0	-6	-2	2.2

Arranged by SMILES length (ascending): some entries from above
SMILES	C diff HTS	Pf Dd2 growth	T cruzi growth	KDM4C inh
COCC(=O)Nc1ccc2c(c1)C(=O)N(C)C[C@@H](OC)[C@H](C)CN[C@H](C)CO2	-4	10	-50	-0.3
CCCNC(=O)N1[C@@H](CO)[C@@H]2c3ccccc3N(C(=O)Nc3cccc(Cl)c3)C[C@@H]21	4	-6	57	0.9
CC(=O)Nc1ccc2c(c1)C(=O)N(C)[C@@H]1CC[C@@H](CC(=O)NCC3CCCCC3)O[C@H]1CO2	-3	16	99*	6.6

(further entries)
SMILES	C diff HTS	Pf Dd2 growth	T cruzi growth	KDM4C inh
CCCN1C[C@H](C)[C@H](OC)CN(C)C(=O)c2cc(NC(=O)c3ccccc3)ccc2OC[C@@H]1C	0	2	19	-0.1
CO[C@H]1CN(C)C(=O)c2ccc(NS(=O)(=O)c3cccc(F)c3)cc2OC[C@@H](C)N(C(=O)Cc2cccnc2)C[C@@H]1C	x	-5	x	-0.6
Cc1noc(C)c1NC(=O)Nc1ccc2c(c1)C(=O)N([C@@H](C)CO)C[C@@H](C)[C@@H](CN(C)Cc1ccccc1)OCCCC[C@H](C)O2	x	-35	50	-1.4
COc1ccc(CNC(=O)C[C@H]2C=C[C@H](NC(=O)c3ccc4c(c3)OCO4)[C@H](CO)O2)cc1	0	7	x	1.4
O=C(CN1CCOCC1)N[C@@H]1CC[C@H](CCNC(=O)C2CCCC2)O[C@H]1CO	-3	8	x	-1.4
C[C@@H]1CN([C@H](C)CO)C(=O)c2cc(NC(=O)C3CC3)ccc2O[C@@H]1CN(C)C(=O)Nc1ccc(C(F)(F)F)cc1	-10	7	18	0.8
